Compound activity as filed in PubChem.
POLB inh – inhibitors of human DNA polymerase beta | 1.3% of 340,000 active | Potency, µM (series often up to 114 µM), inactives show at the highest dose activity change, negative = inhibition, usual class: inhibitors | Pol beta primer extension/strand displacement, fluorescence kinetic; note: % is set by controls: 0 for no effect and ±100 for the full control effect
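Preincubation: enzyme (10 nM) with compound, 15 min, RT. Reaction: substrate added to 50 nM final. Reads: 0 and 10 min. Analysis: normalized, Hill fit.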
Anesthetic bind – candidate novel general anesthetic via apoferritin binding. P02791. apoferritin/1-aminoanthracene competitive binding, fluorescence. Potency, µM (doses to about 77.5 µM), for the others: at the top dose activity change, negative = displacement, actives largely listed as inhibitors. 0.074% of 350,000 active; note: % is set by controls: 0 for no effect and ±100 for the full control effect; nearly all actives have a fitted effect of over 20% in size
Target sequence (P02791 2-175 limits assumed): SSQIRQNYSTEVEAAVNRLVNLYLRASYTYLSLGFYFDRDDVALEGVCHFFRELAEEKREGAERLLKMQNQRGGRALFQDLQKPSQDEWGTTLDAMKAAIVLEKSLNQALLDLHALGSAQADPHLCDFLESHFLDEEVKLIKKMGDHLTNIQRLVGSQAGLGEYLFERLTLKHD
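Horse-spleen apoferritin (10 uM) was mixed with 50% saturated 1-aminoanthracene in PBS, exposed to compounds for 10 min at room temperature, and read for fluorescence (ex 380 nm, em 535 nm). Competitive displacement was fitted with a four-parameter Hill equation.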
Pol iota inh – blocks human DNA polymerase iota activity | 1% of 390,000 active | Q9UNA4 | Pol iota fluorescent replication assay, 10 min | Potency, µM (top dose mostly 115 µM), inactives show at the top dose activity, negative = inhibition, usual class: inhibitors
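Pol iota at 10 nM preincubated 15 min with compounds at room temperature; reaction started with fluorescent substrate, 50 nM final. Fluorescence read kinetically at 0 and 10 min; buffer-only wells as negative control.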
G9a block – blocks human histone lysine methyltransferase G9a | Potency, µM (top dose mostly 102 µM), for inactives: top-dose activity, negative = inhibition, actives largely listed as inhibitors | AID 504332 | G9a H3K9 monomethylation, AlphaScreen, 2 h | 8.8% of 350,000 active; note: % is set by controls: 0 for no effect and ±100 for the full control effect; nearly all actives have a fitted effect of over 75% in size
Target sequence (Q96KQ7 913-1193 limits assumed): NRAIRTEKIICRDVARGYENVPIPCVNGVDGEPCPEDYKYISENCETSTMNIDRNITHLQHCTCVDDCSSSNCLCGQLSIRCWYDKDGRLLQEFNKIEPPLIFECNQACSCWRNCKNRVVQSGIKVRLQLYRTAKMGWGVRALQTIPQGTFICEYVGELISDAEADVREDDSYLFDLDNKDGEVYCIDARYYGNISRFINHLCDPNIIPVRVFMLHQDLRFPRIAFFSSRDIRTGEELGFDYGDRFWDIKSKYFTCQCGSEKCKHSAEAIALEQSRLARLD
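Readings reflect AlphaScreen signal from monomethyl-H3K9 antibody detection. HMT at 20 nM; substrate b-H3K9 500 nM; cofactor SAM 20 uM; 2 h RT reaction; compounds tested as titrations in qHTS with 15 min preincubation.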
Pol kappa inh – blocks human DNA polymerase kappa activity. Q9UBT6. purified Pol kappa, fluorescent DNA synthesis assay, 10 min. Potency, µM (doses to about 107 µM), for the others: at the top dose activity, negative = inhibition, most hits filed as inhibitors. 0.53% of 400,000 active; note: % is set by controls: 0 for no effect and ±100 for the full control effect
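10 nM Pol kappa preincubated 15 min at room temperature with compounds, then reaction started with substrate at 50 nM final. Fluorescence read kinetically at 0 and 10 min; buffer-only wells served as negative control.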
BLM inh – Bloom syndrome helicase (human) inhibition | Potency, µM (top dose mostly 56.1 µM), inactives show top-dose activity change, negative = inhibition, actives largely listed as inhibitors | P54132 | 0.2% of 350,000 active | AID 2528 | recombinant BLM DNA unwinding, fluorescence dequenching;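 note: plate controls were vehicle for no effect and no enzyme for full effect; nearly all actives have a fitted effect of over 35% in size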
BAZ2B inh – BAZ2B (human) inhibition | Q9UIF8 | AlphaScreen BAZ2B-H3K14Ac peptide displacement | Potency, µM (doses to about 114 µM), inactives show at the highest dose activity change, negative = inhibition, hits mostly inhibitors | 4.4% of 360,000 active | AID 504333; note: % is set by controls: 0 for no effect and ±100 for the full control effect; nearly all actives have a fitted effect of over 60% in size
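BAZ2B (50 nM) with biotin-H3(5-23)K14Ac peptide (50 nM) in PBS pH 7.4, 0.01% Tween-20, preformed 30 min, then compound 30 min at room temperature; top concentration 110uM. AlphaScreen streptavidin donor/nickel chelate acceptor beads (10 ug/mL final), 20 min dark, signal read.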
APE1 inh – APE1 (human) endonuclease inhibition; recombinant APE1, TAMRA/BHQ-2 abasic DNA cleavage fluorescence; Potency, µM (top dose mostly 65.8 µM), for inactives: top-dose activity change, negative = inhibition, usual class: inhibitors; 0.35% of 350,000 active; AID 2517;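 note: plate controls were vehicle for no effect and reference inhibitor for full effect; nearly all actives have a fitted effect of over 55% in size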
Target sequence (P27695 whole entry, looked up): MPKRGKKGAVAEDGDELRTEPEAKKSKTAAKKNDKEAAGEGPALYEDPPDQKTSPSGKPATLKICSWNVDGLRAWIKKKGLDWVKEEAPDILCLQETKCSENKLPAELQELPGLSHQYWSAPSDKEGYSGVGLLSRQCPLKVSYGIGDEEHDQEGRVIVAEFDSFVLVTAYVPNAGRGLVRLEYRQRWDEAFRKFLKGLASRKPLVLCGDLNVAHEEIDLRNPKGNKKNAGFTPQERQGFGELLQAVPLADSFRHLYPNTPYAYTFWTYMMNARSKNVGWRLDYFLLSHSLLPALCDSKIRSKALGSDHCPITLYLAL
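Enzyme (0.75 nM final) and test compound are incubated 15 min at room temperature before adding 50 nM quenched THF abasic-site duplex. Cleavage dequenches TAMRA, followed at 525/598 nm over three reads one minute apart.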
Pol eta inh – blocks human DNA polymerase eta activity; Q9Y253; recombinant Pol eta, fluorescent DNA replication assay; Potency, µM (top dose mostly 114 µM), without a hit: top-dose activity change, negative = inhibition, most hits filed as inhibitors; 1.2% of 390,000 active; AID 588591; note: % is set by controls: 0 for no effect and ±100 for the full control effect
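Pol eta at 10 nM preincubated with compounds 15 min at room temperature; reaction started with fluorescent substrate (50 nM final) and read kinetically at 0 and 10 min.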
Active calls of the source: *; ? = inconclusive; . = not tested or not shown; & = joins results of further samples; [ ] = dose if it differs, or a comment. Calls come from the whole dose curve; as a rule, active = well fitted curve in the direction sought with a large enough effect; inconclusive = small, poorly fitted or top-dose-only effect, or another doubt; inactive = no such curve, though single readings can be large; an effect the other way counts as inactive or inconclusive. Potency is the fitted concentration of half-maximal effect.

SMILES	POLB inh	Anesthetic bind	Pol iota inh	G9a block	Pol kappa inh	BLM inh	BAZ2B inh	APE1 inh	Pol eta inh
O=C(CSc1nnc(-c2ccco2)c(-c2ccco2)n1)Nc1ccccc1	-121%	-19%	5µM*	-3%[2.33 µM]	20µM*	14µM*	20µM*	14µM*	2.8µM*
CCCCCC1CC(CC(C)C(=O)Nc2nncs2)C(=O)O1 (configuration not stated)	43%[activator]	-2%	14%	23%[59 µM]	-9%	5%	8%	19%	1%
CCCCN(CCCC)c1cn[nH]c(=O)c1Cl	0%	-13%	-4%	8%[59 µM]	-8%	4%	-4%	7%	-6%
CCn1ccnc1CN(C)Cc1c(C(=O)N2CCCCCCC2)nc2ccc(Cl)cn12	25%	-14%	25%	-3%	1%	0%	-15%	34%	-27%
Cc1ccc(NC(=O)/C(=C\c2ccc([N+](=O)[O-])cc2)NC(=O)c2ccccc2)cc1	50%	?	-14%	-12%[0.0925 µM]	5%	-4%	1%	14%	-3%
C=CC[C@H](CC(=O)NCCO)C(=O)N[C@H](COC(=O)[C@@H](CC=C)Cc1ccc(F)cc1)c1ccccc1	.	.	-11%	.	-2%	.	.	42%	-8%
C=CCc1ccc(OCC(O)CN2CCN(Cc3ccccc3)CC2)c(OC)c1 (configuration not stated)	26%	-12%	-13%	.	10%[60.1 µM]	0%	?	13%	-22%
CCN(C(=O)Cc1nc(N)n[nH]1)C1(C(=O)Nc2ccccc2)CCCCC1	4%	-8%	-9%	44%	-4%	-6%	20µM*	-1%	-9%
CCOCCCNC(=O)c1ccc(-n2c(-c3ccccc3)cc3c2CCC(C)C3)cc1 (configuration not stated)	-21%	-18%	-22%	-5%[59 µM]	-9%	-2%	0%	.	-16%
O=S(=O)(c1ccccc1C(F)(F)F)N1CCOCC1	19%	-5%	29%	-18%[0.0925 µM]	-13%	0%	2%	3%	-15%
O=C(NNC(=O)c1cccc(-n2cnnn2)c1)c1ccccc1	13%	-6%	84%[activator]	-7%[59 µM]	-4%	-7%	-11%	-3%	-18%
C=CCc1cccc2cc(C(=O)NC)c(=O)oc12	8%	-5%	13%	-3%[12.7 µM]	7%	2%	-22%	1%	-4%
Cc1ccc(NC(=O)COC(=O)CN2C(=O)c3ccccc3C2=O)cc1	.	.	14%	-10%[59 µM]	-4%	.	8%	6%	-6%
Cc1ccc(S(=O)(=O)N/N=C/c2c(F)cccc2Cl)cc1	17%	-6%	0%	?	-6%	3%	-3%	3%	-11%
Cc1cc(C)c2c(N=NN3CCOCC3)[nH]nc2n1	46%	-8%	20%	8.9µM*	4%	3%	-3%	19%	-16%
Cc1ccc(S(=O)(=O)c2cn(C)c3cc(N4CCCCCC4)c(F)cc3c2=O)cc1	29%	-4%	-1%	-1%[59 µM]	1%	-4%	-6%	.	-24%
O=C(CC1(CC(=O)N2CCOCC2)CCCC1)Nc1ccccc1	.	.	-5%	-11%[12.7 µM]	-16%	.	-2%	26%	-9%
C/C(=N\NC(=O)c1cccc(N/N=C(\C)c2ccco2)c1)c1ccco1	-1%	-17%	45µM*	35µM*	89µM*	-8%	-30%	-8%	22µM*
CCC1CCCCN1C(=O)C1CC(c2cc(Cl)c(OC)cc2OC)=NO1 (configuration not stated)	-3%	?	19%	?	0%	-2%	-2%	1%	-10%
CN(Cc1ccccc1)CC(O)COc1ccc(CNCCc2ccncc2)cc1 (configuration not stated)	-18%	-19%	18%	12%	8%	6%	-17%	4%	-22%
FC(F)(F)c1ccccc1NC(=S)NC1CCN(Cc2ccccc2)CC1	23%	-8%	10%	.	-15%	-1%	-7%	1%	-19%
CCc1ccc(N2CC(C(=O)N/N=C/c3cc([N+](=O)[O-])ccc3O)CC2=O)cc1 (configuration not stated)	2%	-18%	17%	25%	-11%	-1%	50µM*	-3%	0%
COc1ccc(C(NC(=O)CNC(C)=O)C(=O)Nc2ccc(C(C)C)cc2)cc1 (configuration not stated)	-13%	-6%	18%	5%[59 µM]	-11%	3%	10%	10%	-12%
Cc1ccc2cc(/C=C(\C#N)C(N)=O)c(N3CCCCC3)nc2c1	0%	2%	16%	24%[59 µM]	-10%	?	-5%	-3%	-18%

Results in BLM inh and Pol eta inh, for some of the entries so far:
SMILES	BLM inh	Pol eta inh
CCn1ccnc1CN(C)Cc1c(C(=O)N2CCCCCCC2)nc2ccc(Cl)cn12	0%	-27%
Cc1ccc(NC(=O)/C(=C\c2ccc([N+](=O)[O-])cc2)NC(=O)c2ccccc2)cc1	-4%	-3%
Cc1ccc(S(=O)(=O)N/N=C/c2c(F)cccc2Cl)cc1	3%	-11%

Later entries
SMILES	POLB inh	Anesthetic bind	Pol iota inh	G9a block	Pol kappa inh	BLM inh	BAZ2B inh	APE1 inh	Pol eta inh
O=C(O)CSCC(=O)Nc1ccc(C(=O)O)cc1	-13%	5%	-9%	-31%[2.33 µM]	-11%	-1%	?	-6%	2%
CC1Cc2ccccc2N1S(=O)(=O)c1cnc(Cl)c(Cl)c1 (configuration not stated)	-16%	0%	31%[activator]	.	7%	-6%	25%	8%	-19%
CC(/C=C/c1ccco1)=N\NC(=O)c1cccnc1	?	-2%	40µM*	50µM*	?	-23%	-7%	-2%	?
O=C(Nc1ccc(Cl)cc1)N(Cc1nc2ccccc2c(=O)[nH]1)Cc1cccs1	1%	-12%	4%	4%[59 µM]	-11%	2%	-1%	-2%	-16%
CC(=O)c1cccc(NC(=O)NCCc2ccc(Cl)cc2)c1	4%	-20%	-3%	11%	-13%	-3%	1%	2%	2%
CCOc1ccc(NC(=O)C(C)N2C(=O)c3ccccc3S2(=O)=O)cc1 (configuration not stated)	.	.	70%[activator]	-4%	-11%	.	11%	-4%	-23%
COc1ccccc1NC(=O)C1=C(C)Nc2nc3ccccc3n2C1c1ccccc1Cl (configuration not stated)	10%	1%	-4%	3%[59 µM]	-2%	-9%	2%	.	-6%
Cc1ccc(-c2csc3ncnc(Oc4ccc5c(C)cc(=O)oc5c4)c23)cc1	2%	-12%	-14%	10%[59 µM]	-14%	1%	1%	10%	?
Cc1coc2c(C)c3oc(=O)c(CCC(=O)NCCN4CCOCC4)c(C)c3cc12	26%	-6%	51%[activator]	.	13%	-9%	-32%	11%	-17%
Cc1nc(N2CCN(c3ccccc3)CC2)[nH]c(=O)c1CCC(C)C	-1%	-3%	18%	5%	-5%	-2%	-4%	12%	4%
C#CCOCCOCCOCCNc1nc(N2CCN(C(=O)[C@H](C(C)C)n3cc(CCO)nn3)CC2)nc(N2CCN(C(=O)[C@H](CCCCN)n3cc(CCCC)nn3)CC2)n1	2%	?	?	28µM*	-8%	-2%	?	3%	-19%
Cc1nc(N)sc1-c1nnc(SCC(=O)Nc2ccccc2C(F)(F)F)n1C	3%	-14%	8%	-2%	1%	-4%	8%	5%	-5%

Three compounds already listed, arranged by their value in APE1 inh, descending:
SMILES	APE1 inh
Cc1nc(N2CCN(c3ccccc3)CC2)[nH]c(=O)c1CCC(C)C	12%
CC(=O)c1cccc(NC(=O)NCCc2ccc(Cl)cc2)c1	2%
O=C(O)CSCC(=O)Nc1ccc(C(=O)O)cc1	-6%

Continuation:
SMILES	POLB inh	Anesthetic bind	Pol iota inh	G9a block	Pol kappa inh	BLM inh	BAZ2B inh	APE1 inh	Pol eta inh
COc1cccc(-n2nnnc2SCC(=O)Nc2cccc(C)n2)c1	-10%	?	-7%	-9%[59 µM]	-5%	-6%	11%	2%	3%
COc1ccccc1N1CCN(C(=O)CCn2cnc3onc(-c4ccc(F)cc4)c3c2=O)CC1	2%	-13%	-14%	-29%[59 µM]	-9%	-4%	-1%[57.1 µM]	.	-4%
O=C(N/N=C/c1cccnc1)c1cccc(S(=O)(=O)N2CCCC2)c1	3%	-3%	18%	4%[59 µM]	13%	-7%	-12%	3%	-9%
CCOC(=O)c1sc2nc(C)cc(-c3ccccc3)c2c1N	-6%	-9%	9%	189%[activator][59 µM]	-9%	-5%	127%[activator]	2%	-11%
Cc1cccc(C)c1OCCn1c(C2CC(=O)N(Cc3ccc(F)cc3)C2)nc2ccccc21 (configuration not stated)	1%	-12%	8%	-39%[59 µM]	-10%	-2%	?	.	-19%
Cc1csc2ncc(C(=O)NC(C)c3ccccc3)c(=O)n12 (configuration not stated)	7%	-7%	20%	-10%[59 µM]	-5%	3%	-1%	-3%	-25%
c1ccc(CN2CCN(CCOCCOc3cccc4ccccc34)CC2)cc1	?	-9%	107%[activator]	.	-1%	-7%	22µM*	13%	-27%
COc1ccc(-c2noc(-c3ccc(NC4CCCCC4)c([N+](=O)[O-])c3)n2)cc1OC	8%	6%	18%	-38%[59 µM]	2%	1%	3%	.	-17%
CCCNC(=O)CCn1nc(-c2ccccc2)c2ccccc2c1=O	?	7%&-9%	6%&18%	20%[2.33 µM]	2%&-7%	-1%&-1%	-2%&0%	8%	7%&-8%
Cc1ccc(N2C(=O)C3NN=C(C(=O)OCc4ccccc4)C3C2=O)cc1 (configuration not stated)	8%	2%	91%[activator]	13%	-11%	4%	-5%	5%	-11%
CCCCN(C)CCCNC(=O)Cn1c(=O)sc2ccccc21	11%	3%	-6%	-4%[59 µM]	-7%	3%	0%	17%	-12%
COc1ccc(/C=C/C(=O)NCCSCc2ccco2)cc1	16%	-10%	?	-3%[59 µM]	?	-1%	-31%	-12%	?
O=C(c1cccn2c(=O)c3ccc(Cl)cc3nc12)N1CCN(Cc2ccc3c(c2)OCO3)CC1	-1%	6%	5%	-3%	-7%	2%	2%	0%	-20%
CCc1ccc(NC(=O)CSc2nnc(CNC(=O)c3ccco3)o2)cc1	36%	-6%	29%	-4%[59 µM]	-2%	1%	2%	1%	-14%
CCOC(=O)/C=C/C(=O)OCC(=O)Nc1ccc(Cl)cn1	1%	-8%	-3%	?	-19%	-7%	3%	25%	-4%
Cc1ccc(O)c(NC(=O)COc2cc(C)ccc2C)c1	-1%	-7%	10%	?	-18%	-3%	13%	1%	-1%
CCOC(=O)c1cc2sc(C)cc2n1CC(=O)N1CCOCC1	5%	-8%	22%	8%[2.33 µM]	-2%	2%	?	-2%	-5%
O=S(=O)(c1ccc(Cl)cc1)N1CCN=C1SCc1cccc(Cl)c1	18%	30%	9%	132%[activator][59 µM]	-4%	-9%	40%[activator]	-2%	-27%

These rows are one share of the data. The share of hits here may be higher or lower than overall.
